MPTP inh: permeability transition pore inhibition; hit rate 1.4% among 360,000; inhibition, % at 10 µM; isolated mouse mitochondria, Ca2+ swelling absorbance, 30 min; AID 602449;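 active = inhibition of 50% or more, scaled per plate between neutral and stimulator controls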;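 note: 0% = DMSO wells given calcium and 100% = 1 mM EGTA wells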
SENP8 inh: blocks human SENP8 cleavage of Nedd8 substrate; recombinant SENP8, Nedd8 substrate fluorescence; AID 602440; Q96LD8; hit rate 0.64% among 360,000; inhibition, % at 20 µM; in the data active = inhibition mostly above about 40%, no sharp cut-off; inactive = mostly below about 27%
ATG4B inh: blocks human ATG4B protease cleavage of LC3 substrate | ATG4B cleavage of LC3-PLA2, NBD-HPC fluorescence, 1 h | hit rate 0.51% among 340,000 | inhibition, % at 8.33 µM | AID 504462; in the data active = inhibition above about 40%
hIAP act: human IAP activation; purified human IAP, CDP-Star luminescence, 30 min; hits give high values; 1 = vehicle-only enzyme, 0 = enzyme-free background; P09923; activation factor at 10 µM; hit rate 0.16% among 330,000; AID 2524;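 active = activation factor of the enzyme at least 2-fold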; note: the source names both 10 and 20 µM as test concentration; values of inactives mirror those of a sister screen read the other way
Target sequence (P09923 whole entry, looked up): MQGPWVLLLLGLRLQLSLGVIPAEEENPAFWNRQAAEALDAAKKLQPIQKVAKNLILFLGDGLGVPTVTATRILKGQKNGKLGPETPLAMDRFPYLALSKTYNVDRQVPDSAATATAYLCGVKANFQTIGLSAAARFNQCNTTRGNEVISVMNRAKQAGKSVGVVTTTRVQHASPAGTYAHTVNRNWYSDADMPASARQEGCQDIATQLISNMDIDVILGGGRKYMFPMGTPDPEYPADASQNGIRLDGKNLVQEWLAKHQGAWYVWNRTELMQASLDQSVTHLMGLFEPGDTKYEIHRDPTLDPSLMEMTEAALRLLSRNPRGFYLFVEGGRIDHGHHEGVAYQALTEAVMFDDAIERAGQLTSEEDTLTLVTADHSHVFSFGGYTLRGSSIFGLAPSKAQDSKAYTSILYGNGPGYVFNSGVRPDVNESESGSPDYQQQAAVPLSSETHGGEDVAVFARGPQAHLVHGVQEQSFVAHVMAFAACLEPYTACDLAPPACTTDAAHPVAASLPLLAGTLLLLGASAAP
NR3A LBD binder: modulators (binders) of human NR3A ligand-binding domain; Tm shift relative to glycine control, % at 25 µM; NR3A LBD differential scanning fluorimetry, Tm shift; 0% = protein alone, 100% = glycine-bound protein; hit rate 2.5% among 340,000;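 active = melting temperature shift of at least 10% of the positive control shift, at one fixed dose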
PfGluPho inh: PfG6PD (Plasmodium falciparum) enzyme inhibition; PfGluPho enzyme, NADPH resazurin-diaphorase fluorescence; AID 504690; inhibition, % at 20 µM; hit rate 0.78% among 350,000;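 active = inhibition reaching at least a set limit at 20 µM in the primary screen, cut at about 59% in these data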;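 note: 0% = DMSO wells with substrate and 100% = DMSO wells lacking glucose-6-phosphate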
SENP1 inh: SENP1 (human) catalytic domain inhibition. recombinant SENP1 catalytic domain, CyPet-SUMO1-YPet FRET cleavage. inhibition, % at 10 µM. AID 624204. Q9P0U3. hit rate 0.21% among 360,000;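 active = inhibition at least 30% at 10 µM, raw YFP signal under a set limit, fluorescence ratio 0.5 to 1.5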;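 note: 0% = enzyme with DMSO and 100% = no enzyme wells; some results filed as inactive read as strong as hits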
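Test system: recombinant human SENP1 catalytic domain, His6-tagged / Medium: pH 8 Tris buffer with EDTA, NaCl, BME, BSA, NP40, catalase / Also added: SUMO1 FRET substrate flanked by Cypet and Ypet, 25 nM / Times: 50 min reaction at room temperature / Signal: FRET, CFP and YFP emission / Control set: no-enzyme low control and enzyme-plus-DMSO high control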
SENP6 block: SENP6 protease inhibition. Q9GZR1. Recombinant SENP6 catalytic domain, aminoluciferin luminescence. inhibition, % at 10 µM. hit rate 1.8% among 330,000;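 active = inhibition above about 50% at the single tested dose, limit read from the data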;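 note: plate controls were DMSO wells with enzyme for no effect and DMSO wells lacking enzyme for full effect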
Target sequence (Q9GZR1 628-1112 limits assumed): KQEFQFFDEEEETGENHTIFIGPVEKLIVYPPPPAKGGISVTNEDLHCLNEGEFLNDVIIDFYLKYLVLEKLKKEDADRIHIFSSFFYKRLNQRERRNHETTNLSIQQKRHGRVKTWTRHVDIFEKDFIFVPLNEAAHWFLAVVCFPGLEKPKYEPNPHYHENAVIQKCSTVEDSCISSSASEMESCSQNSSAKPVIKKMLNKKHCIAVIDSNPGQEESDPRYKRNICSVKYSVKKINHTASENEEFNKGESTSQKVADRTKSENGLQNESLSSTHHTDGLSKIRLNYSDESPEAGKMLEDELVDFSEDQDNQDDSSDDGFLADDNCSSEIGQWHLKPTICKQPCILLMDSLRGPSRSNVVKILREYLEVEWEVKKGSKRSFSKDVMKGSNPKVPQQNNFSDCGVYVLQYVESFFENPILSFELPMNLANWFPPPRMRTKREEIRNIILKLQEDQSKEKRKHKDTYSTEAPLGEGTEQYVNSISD
Active calls of the source: *. The order is random. Share with any hit: about 6.7%.

How did Cc1c(-c2ccccc2)n(O)c(-c2ccc(N(C)C)cc2)[n+]1[O-] do in these assays?
MPTP inh: 0.9; SENP8 inh: -451; PfGluPho inh: 17; SENP1 inh: -1

What do the screens show for `CCc1nnc(NC(=O)c2oc3cc(C)c(C)cc3c2C)s1`?
MPTP inh: -0.1; SENP8 inh: -154; ATG4B inh: 4; hIAP act: 1.1; NR3A LBD binder: -3; PfGluPho inh: -2; SENP1 inh: 2; SENP6 block: 0

What do the screens show for `CCOc1ccc(NC(=O)CN(C)C(=O)Cc2ccc3c(c2)OCCO3)cc1OCC`?
MPTP inh: 0.7; SENP8 inh: 16; PfGluPho inh: -15; SENP1 inh: 0

How did O=C(Nc1nnc(C2CCCC2)s1)C1CCC1 do in these assays?
MPTP inh: -1.1; SENP8 inh: 13; ATG4B inh: -8; hIAP act: 0.94; NR3A LBD binder: 1; PfGluPho inh: -4; SENP1 inh: -3; SENP6 block: 8

How did COc1ccc(CC(=O)N(C)Cc2ccc(Cl)cc2)cc1S(=O)(=O)N1CCOCC1 do in these assays?
MPTP inh: -0.3; SENP8 inh: 7; ATG4B inh: -4; hIAP act: 0.99; NR3A LBD binder: -1; PfGluPho inh: 3; SENP1 inh: 2; SENP6 block: -4

Results for CN(C)c1nc(N)nc(Cn2ccnc2)n1 ?
MPTP inh: 0.0; SENP8 inh: 22; ATG4B inh: 10; hIAP act: 1.1; NR3A LBD binder: 1; PfGluPho inh: -12; SENP1 inh: 1; SENP6 block: -3

What do the screens show for `CC(C)NC(=O)C1CC=CCC1C(=O)O` (configuration not stated)?
MPTP inh: -2.3; SENP8 inh: 10; ATG4B inh: 3; hIAP act: 0.98; NR3A LBD binder: -1; PfGluPho inh: -12; SENP1 inh: 4; SENP6 block: 9

Results for COC(=O)CCCC1=CC2=C(c3ccccc3)C(=O)C(C)(OC(=O)C3CCCC3)C(=O)C2=CN1C(CO)CO (configuration not stated) ?
MPTP inh: -1.7; SENP8 inh: 14; ATG4B inh: -11; hIAP act: 0.98; NR3A LBD binder: 0; PfGluPho inh: 10; SENP1 inh: -60; SENP6 block: 3

How did COc1ccc(NC(=O)CSc2nncn2C)c([N+](=O)[O-])c1 do in these assays?
MPTP inh: -2.6; SENP8 inh: 4; ATG4B inh: -8; hIAP act: 0.83; NR3A LBD binder: 2; PfGluPho inh: -7; SENP1 inh: 2; SENP6 block: -5

Results for O=C(Nc1nccs1)c1ccccc1N=Cc1ccccc1 ?
MPTP inh: -3.9; SENP8 inh: -411; ATG4B inh: -13; hIAP act: 0.97; NR3A LBD binder: -28; PfGluPho inh: 17; SENP1 inh: -71; SENP6 block: -16

Ordered by molar mass (lowest first): part of the list above.
Results for CN(C)c1nc(N)nc(Cn2ccnc2)n1 ?
MPTP inh: 0.0; SENP8 inh: 22; ATG4B inh: 10; hIAP act: 1.1; NR3A LBD binder: 1; PfGluPho inh: -12; SENP1 inh: 1; SENP6 block: -3

How did O=C(Nc1nnc(C2CCCC2)s1)C1CCC1 do in these assays?
MPTP inh: -1.1; SENP8 inh: 13; ATG4B inh: -8; hIAP act: 0.94; NR3A LBD binder: 1; PfGluPho inh: -4; SENP1 inh: -3; SENP6 block: 8

Results for O=C(Nc1nccs1)c1ccccc1N=Cc1ccccc1 ?
MPTP inh: -3.9; SENP8 inh: -411; ATG4B inh: -13; hIAP act: 0.97; NR3A LBD binder: -28; PfGluPho inh: 17; SENP1 inh: -71; SENP6 block: -16

What do the screens show for `CCc1nnc(NC(=O)c2oc3cc(C)c(C)cc3c2C)s1`?
MPTP inh: -0.1; SENP8 inh: -154; ATG4B inh: 4; hIAP act: 1.1; NR3A LBD binder: -3; PfGluPho inh: -2; SENP1 inh: 2; SENP6 block: 0

What do the screens show for `CCOc1ccc(NC(=O)CN(C)C(=O)Cc2ccc3c(c2)OCCO3)cc1OCC`?
MPTP inh: 0.7; SENP8 inh: 16; PfGluPho inh: -15; SENP1 inh: 0

How did COc1ccc(CC(=O)N(C)Cc2ccc(Cl)cc2)cc1S(=O)(=O)N1CCOCC1 do in these assays?
MPTP inh: -0.3; SENP8 inh: 7; ATG4B inh: -4; hIAP act: 0.99; NR3A LBD binder: -1; PfGluPho inh: 3; SENP1 inh: 2; SENP6 block: -4

The list goes on:
Results for CCCOC1CCCN(C(=O)c2cc(COc3ccc(F)c(F)c3)on2)C1 (configuration not stated) ?
MPTP inh: 0.4; SENP8 inh: 4; ATG4B inh: -1; hIAP act: 0.98; NR3A LBD binder: 0; PfGluPho inh: -6; SENP1 inh: 3; SENP6 block: -5

What do the screens show for `O=C(Cc1ccc(Cl)cc1)NNS(=O)(=O)c1ccc([N+](=O)[O-])cc1`?
MPTP inh: 0.3; SENP8 inh: 17; ATG4B inh: 3; hIAP act: 0.93; NR3A LBD binder: 0; PfGluPho inh: -13; SENP1 inh: -1; SENP6 block: -19

How did CC(=O)Nc1cc2cc(NS(=O)(=O)c3ccc(C)cc3)ccc2oc1=O do in these assays?
MPTP inh: 3.2; SENP8 inh: -290; ATG4B inh: 0; hIAP act: 1.1; NR3A LBD binder: 1; PfGluPho inh: -14; SENP1 inh: 1; SENP6 block: -16

Results for CN(C)S(=O)(=O)c1cccc(NC(=O)COC(=O)CNC(=O)c2ccccc2F)c1 ?
MPTP inh: 0.7; SENP8 inh: 16; ATG4B inh: -6; hIAP act: 0.83; NR3A LBD binder: -1; PfGluPho inh: 1; SENP1 inh: 5; SENP6 block: 9

Results for O=[N+]([O-])c1cccc(C2Nc3ccccc3CO2)c1 (configuration not stated) ?
MPTP inh: 0.0; SENP8 inh: 15; PfGluPho inh: 8; SENP1 inh: 0

Results for Cc1cc(NC(=O)CN2C(=O)N(C)C3(CCCCC3)C2=O)ccc1Br ?
MPTP inh: 0.3; SENP8 inh: 21; ATG4B inh: -33; hIAP act: 0.95; NR3A LBD binder: -1; PfGluPho inh: -1; SENP1 inh: 0; SENP6 block: -5

How did O=S(=O)(NCc1csc(-c2cccs2)n1)c1cccs1 do in these assays?
MPTP inh: 3.3; SENP8 inh: -208; ATG4B inh: -1; hIAP act: 0.97; NR3A LBD binder: 0; PfGluPho inh: 31; SENP1 inh: -3; SENP6 block: -30

Results for CCOc1ccccc1C(=O)N(CN1CCCC1=O)c1cccc(Cl)c1 ?
MPTP inh: 2.6; SENP8 inh: 14; ATG4B inh: -8; hIAP act: 1.2; NR3A LBD binder: 1; PfGluPho inh: -7; SENP1 inh: 0; SENP6 block: -1

What do the screens show for `CCN1C(=O)N[C@@H](CCc2ccccc2)[C@@H](C(=O)OC)[C@H]1C`?
MPTP inh: -0.4; SENP8 inh: 13; ATG4B inh: -4; hIAP act: 0.93; NR3A LBD binder: -3; PfGluPho inh: 2; SENP1 inh: -2; SENP6 block: 0

How did Cc1ccc(N2C(=O)CS/C2=N\C(=S)Nc2ccccc2)cc1 do in these assays?
MPTP inh: 1.0; SENP8 inh: 17; ATG4B inh: -8; hIAP act: 1.2; NR3A LBD binder: -1; PfGluPho inh: 6; SENP1 inh: 7; SENP6 block: -14

How did Cc1ccc(SCCC(=O)N2CCC(C)CC2)cc1 do in these assays?
MPTP inh: 1.8; SENP8 inh: 5; ATG4B inh: -7; hIAP act: 1.1; NR3A LBD binder: 2; PfGluPho inh: -1; SENP1 inh: 1; SENP6 block: -8

What do the screens show for `CCOc1ccc(-c2nnc(-c3ccco3)o2)cc1`?
MPTP inh: 0.4; SENP8 inh: -168; ATG4B inh: 7; hIAP act: 0.92; NR3A LBD binder: -1; PfGluPho inh: -4; SENP1 inh: -19; SENP6 block: 85*

Results for CCn1c(C2CC(=O)N(c3ccc(C)c(C)c3)C2)nc2ccccc21 (configuration not stated) ?
MPTP inh: 0.0; SENP8 inh: 14; ATG4B inh: -4; hIAP act: 0.8; NR3A LBD binder: 1; PfGluPho inh: 11; SENP1 inh: 0; SENP6 block: 9

Results for CCNC(=O)C(=O)Nc1cc2c3c(c1)CCN3C(=O)CC2 ?
MPTP inh: -1.7; SENP8 inh: 14; ATG4B inh: 13; hIAP act: 1.1; NR3A LBD binder: -1; PfGluPho inh: -11; SENP1 inh: 1; SENP6 block: -19

How did O=C(c1ccco1)N1CCN(C(=O)c2snc3ccc(Cl)cc23)CC1 do in these assays?
MPTP inh: -2.5; SENP8 inh: 19; ATG4B inh: -3; hIAP act: 0.86; NR3A LBD binder: 0; PfGluPho inh: -3; SENP1 inh: 2; SENP6 block: -14

Results for C=CCn1c(NS(=O)(=O)c2ccccc2)c(S(=O)(=O)c2ccc(C)cc2)c2nc3ccccc3nc21 ?
MPTP inh: 0.7; SENP8 inh: -281; ATG4B inh: 7; NR3A LBD binder: 11*; PfGluPho inh: 23; SENP1 inh: -135

How did COC(=O)c1cc2ccccc2c([N+](=O)[O-])c1O do in these assays?
MPTP inh: -0.4; SENP8 inh: 14; ATG4B inh: -1; NR3A LBD binder: -12; PfGluPho inh: 1; SENP1 inh: 3

How did Cc1ccc(S(=O)(=O)NCCC(=O)OC(C)C(=O)NC2CC2)cc1 (configuration not stated) do in these assays?
MPTP inh: -1.2; SENP8 inh: 7; ATG4B inh: 1; hIAP act: 1.1; NR3A LBD binder: 2; PfGluPho inh: 7; SENP1 inh: 1; SENP6 block: -4

How did Cc1ccc(NC(=O)Cn2c(=O)oc3cc(S(=O)(=O)N4CCC(C)CC4)ccc32)cc1C do in these assays?
MPTP inh: 70*; SENP8 inh: 6; ATG4B inh: -7; hIAP act: 1.1; NR3A LBD binder: -8; PfGluPho inh: 2; SENP1 inh: 2; SENP6 block: -4

How did O=C(COc1ccccc1Cl)NC1CC1 do in these assays?
MPTP inh: 0.1; SENP8 inh: 12; ATG4B inh: -5; hIAP act: 1; NR3A LBD binder: 1; PfGluPho inh: 1; SENP1 inh: 1; SENP6 block: -13

Results for COc1ccccc1NC(=O)NC1CCS(=O)(=O)C1 (configuration not stated) ?
MPTP inh: -1.0; SENP8 inh: 10; ATG4B inh: 0; hIAP act: 0.89; NR3A LBD binder: 0; PfGluPho inh: 1; SENP1 inh: 1; SENP6 block: -19

What do the screens show for `Cc1ccc(S(=O)(=O)N/N=C/c2ccc3nccnc3c2)cc1`?
MPTP inh: -0.1; SENP8 inh: 8; ATG4B inh: -1; hIAP act: 1; NR3A LBD binder: 0; PfGluPho inh: -16; SENP1 inh: 1; SENP6 block: -2

What do the screens show for `O=C(C1CC(=O)N(c2ccc(F)cc2)C1)N1CCC(c2nc3ccccc3[nH]2)CC1` (configuration not stated)?
MPTP inh: -0.4; SENP8 inh: -3; ATG4B inh: -11; hIAP act: 1.3; NR3A LBD binder: -1; PfGluPho inh: 6; SENP1 inh: 0; SENP6 block: -6

How did NC(=O)C1CCN(C(=O)CSc2nc(O)cc(=O)[nH]2)CC1 do in these assays?
MPTP inh: 0.1; SENP8 inh: 17; ATG4B inh: -1; hIAP act: 0.88; NR3A LBD binder: 0; PfGluPho inh: 8; SENP1 inh: -2; SENP6 block: 0

How did O=[N+]([O-])c1ccccc1S(=O)(=O)N1CCN(c2ccc(F)cc2)CC1 do in these assays?
MPTP inh: 0.3; SENP8 inh: 19; ATG4B inh: -2; hIAP act: 1.1; NR3A LBD binder: 3; PfGluPho inh: 11; SENP1 inh: -2; SENP6 block: -6

Results for Cc1ccc(NC(=O)CCNS(=O)(=O)c2ccc3c(c2)CCC(=O)N3)cc1F ?
MPTP inh: -0.5; SENP8 inh: -1; ATG4B inh: -6; hIAP act: 0.88; NR3A LBD binder: 1; PfGluPho inh: -5; SENP1 inh: 2; SENP6 block: -15

What do the screens show for `COc1cc(/C=C(/C#N)c2nc3ccccc3[nH]2)ccc1OCC(=O)Nc1ccccc1C(C)C`?
MPTP inh: 0.9; SENP8 inh: -31; ATG4B inh: 3; hIAP act: 0.9; NR3A LBD binder: 6; PfGluPho inh: -4; SENP1 inh: -35; SENP6 block: -12

From PubChem BioAssay
